# Screening data (PubChem)
# a7 integrin act: qHTS for Activators of Integrin-Mediated Alleviation for Muscular Dystrophy; alpha7betagal myoblasts, beta-gal FDG fluorescence, 48 h; Potency, µM (highest dose often 38.3 µM), for inactives: top-dose activation, hits mostly activators; 350,000 tested, 0.064% active; AID 624291, 2012;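 further: potency means the concentration at half of the fitted maximal effect; 100% = response of the positive control SU9516; nearly all actives have a fitted effect of over 60% in size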
#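 alpha7betagal+/- myoblasts (passage 13, 250/well) treated 48 h at 37C with compounds at 1:260 dilution of DMSO stock. Lysed, then beta-galactosidase activity read as FDG fluorescence (ex 480/em 540) after 30 min, with pre-read for autofluorescence.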
# S-ASM inh: Inhibitors of Secretory Acid Sphingomyelinase (S-ASM): qHTS | Sphingomyelin phosphodiesterase (Homo sapiens), P17405 | placental ASM, HMU-PC fluorogenic substrate, 60 min | Potency, µM (series often up to 57.5 µM), without a hit: at the top dose activity change, negative = inhibition, most hits filed as inhibitors | 340,000 tested, 0.006% active | AID 504937, 2011; further: potency means the concentration at half of the fitted maximal effect
#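 Fluorescence read-out (Ex 386 nm, Em 447 nm) after stopping the reaction at pH 10. Enzyme: ASM from human placenta; substrate HMU-PC0, 9 uM final; 60 min, 37 °C. Compound preincubation 10 min, ambient temperature.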
# Coupling enz: qHTS Assay for Inhibitors of Fructose-1,6-bisphosphate Aldolase from Giardia Lamblia: Coupling assay counterscreen; coupling enzyme system counterscreen, AmpLite Red fluorescence; activity change, negative = inhibition, % at 58.2 µM, hits read low; 290,000 tested, 0.67% active; AID 2472, 2010; in the data active means activity change below about -30%; further: on the % scale 0 is the no-effect control and ±100 the full control effect
#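 Coupling enzymes only (glyceraldehyde-3-phosphate) + compound, at 57.5 uM final, 10 min RT; add substrate/coupling/AmpLite Red mix, 20 min RT; fluorescence ex 525/em 598 nm. Actives flag coupling-system interference.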
# hERG WT inh: qHTS for Inhibitors of KCHN2 3.1: Wildtype qHTS | U2OS, BacMam KCNH2, thallium flux FluxOr; active compounds read low | Voltage-gated inwardly rectifying potassium channel KCNH2 (Homo sapiens), Q12809 | 340,000 tested, 0.37% active | activity change, % at 1.84 µM;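 active means maximum activity change below -70%; inconclusive means maximum activity change between -70% and -50%; inactive means maximum activity change above -50%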; further: on the % scale 0 is the no-effect control and ±100 the full control effect
#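 U2OS cells were transduced with wild-type KCNH2 virus (2.03 x 10^8 / mL) for 4 h at room temperature, then cultured overnight at 37 C. Thallium flux was read with FluxOr dye. Rate constants were normalized to DMSO controls.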
# MBNL1-CUG inh: qHTS Assay for Inhibitors of MBNL1-poly(CUG) RNA binding | Muscleblind-like protein 1 (Homo sapiens), Q9NR56 | TR-FRET MBNL1-His/biotin-(CUG)12 binding, 665/545 ratio | Potency, µM (series often up to 57.5 µM), inactives show at the highest dose activity change, negative = inhibition, actives largely listed as inhibitors | 280,000 tested, 0.036% active | AID 2675, 2010; active means well fitted inhibition curve with a large enough effect in the signal ratio, with a control signal flat, not every such curve was filed as active; inconclusive means small, poorly fitted or top-dose-only effect, or effect the other way, or a change in a side signal; inactive means no such curve, though single readings can be large or run the other way; the % refers to the signal ratio; further: potency means the concentration at half of the fitted maximal effect; on the % scale 0 is the no-effect control and ±100 the full control effect
#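 MBNL1-His + Biotin-(CUG)12, cpd titration 92 nM–58 uM; Tb anti-His Ab 0.055 ng/ul, SA-XL665 5 nM (final); 60 min RT; ratiometric 665/545 nm, Ex 340 nm; normalized to buffer and full-complex controls.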
# A-T KAP1 phos: qHTS Assay for Identifying a Potential Treatment of Ataxia-Telangiectasia; Potency, µM (highest dose often 57.5 µM), for inactives: at the highest dose activation, hits mostly activators; 320,000 tested, 0.19% active; AID 485349, 2010; […] A-T fibroblasts, KAP-1 phosphorylation AlphaLISA; neocarzinostatin DNA damage 30 min before lysis; further: potency means the concentration at half of the fitted maximal effect; % of control where 0% means no effect; nearly all actives have a fitted effect of over 45% in size
#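 hTERT-immortalized A-T patient fibroblasts ([…]), 500 cells/well in OPTI-MEM, 1% FBS, got compounds for 60 min, then NCS for 30 min at 37C. Lysates were then assayed for phospho-KAP-1 by AlphaLISA (anti-pKAP1 donor, anti-KAP1 acceptor beads), 6 hr at 25C.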
# CXXC DNA block: qHTS Fluorescence Polarization Assay for Inhibitors of MLL CXXC domain - DNA interaction; Histone-lysine N-methyltransferase 2A (Homo sapiens), Q03164; MLL-CXXC / FITC-HOXA9 DNA fluorescence polarization; Potency, µM (doses to about 115 µM), inactives show at the highest dose activity change, negative = inhibition, most hits filed as inhibitors; 290,000 tested, 0.037% active; active means well fitted inhibition curve with a large enough effect in the polarisation, with a control signal flat, not every such curve was filed as active; inconclusive means small, poorly fitted or top-dose-only effect, or effect the other way, or a change in a side signal; inactive means no such curve, though single readings can be large or run the other way; the % refers to the polarisation; further: potency means the concentration at half of the fitted maximal effect
# Target sequence (Q03164 whole entry, looked up, the tested form may be a part): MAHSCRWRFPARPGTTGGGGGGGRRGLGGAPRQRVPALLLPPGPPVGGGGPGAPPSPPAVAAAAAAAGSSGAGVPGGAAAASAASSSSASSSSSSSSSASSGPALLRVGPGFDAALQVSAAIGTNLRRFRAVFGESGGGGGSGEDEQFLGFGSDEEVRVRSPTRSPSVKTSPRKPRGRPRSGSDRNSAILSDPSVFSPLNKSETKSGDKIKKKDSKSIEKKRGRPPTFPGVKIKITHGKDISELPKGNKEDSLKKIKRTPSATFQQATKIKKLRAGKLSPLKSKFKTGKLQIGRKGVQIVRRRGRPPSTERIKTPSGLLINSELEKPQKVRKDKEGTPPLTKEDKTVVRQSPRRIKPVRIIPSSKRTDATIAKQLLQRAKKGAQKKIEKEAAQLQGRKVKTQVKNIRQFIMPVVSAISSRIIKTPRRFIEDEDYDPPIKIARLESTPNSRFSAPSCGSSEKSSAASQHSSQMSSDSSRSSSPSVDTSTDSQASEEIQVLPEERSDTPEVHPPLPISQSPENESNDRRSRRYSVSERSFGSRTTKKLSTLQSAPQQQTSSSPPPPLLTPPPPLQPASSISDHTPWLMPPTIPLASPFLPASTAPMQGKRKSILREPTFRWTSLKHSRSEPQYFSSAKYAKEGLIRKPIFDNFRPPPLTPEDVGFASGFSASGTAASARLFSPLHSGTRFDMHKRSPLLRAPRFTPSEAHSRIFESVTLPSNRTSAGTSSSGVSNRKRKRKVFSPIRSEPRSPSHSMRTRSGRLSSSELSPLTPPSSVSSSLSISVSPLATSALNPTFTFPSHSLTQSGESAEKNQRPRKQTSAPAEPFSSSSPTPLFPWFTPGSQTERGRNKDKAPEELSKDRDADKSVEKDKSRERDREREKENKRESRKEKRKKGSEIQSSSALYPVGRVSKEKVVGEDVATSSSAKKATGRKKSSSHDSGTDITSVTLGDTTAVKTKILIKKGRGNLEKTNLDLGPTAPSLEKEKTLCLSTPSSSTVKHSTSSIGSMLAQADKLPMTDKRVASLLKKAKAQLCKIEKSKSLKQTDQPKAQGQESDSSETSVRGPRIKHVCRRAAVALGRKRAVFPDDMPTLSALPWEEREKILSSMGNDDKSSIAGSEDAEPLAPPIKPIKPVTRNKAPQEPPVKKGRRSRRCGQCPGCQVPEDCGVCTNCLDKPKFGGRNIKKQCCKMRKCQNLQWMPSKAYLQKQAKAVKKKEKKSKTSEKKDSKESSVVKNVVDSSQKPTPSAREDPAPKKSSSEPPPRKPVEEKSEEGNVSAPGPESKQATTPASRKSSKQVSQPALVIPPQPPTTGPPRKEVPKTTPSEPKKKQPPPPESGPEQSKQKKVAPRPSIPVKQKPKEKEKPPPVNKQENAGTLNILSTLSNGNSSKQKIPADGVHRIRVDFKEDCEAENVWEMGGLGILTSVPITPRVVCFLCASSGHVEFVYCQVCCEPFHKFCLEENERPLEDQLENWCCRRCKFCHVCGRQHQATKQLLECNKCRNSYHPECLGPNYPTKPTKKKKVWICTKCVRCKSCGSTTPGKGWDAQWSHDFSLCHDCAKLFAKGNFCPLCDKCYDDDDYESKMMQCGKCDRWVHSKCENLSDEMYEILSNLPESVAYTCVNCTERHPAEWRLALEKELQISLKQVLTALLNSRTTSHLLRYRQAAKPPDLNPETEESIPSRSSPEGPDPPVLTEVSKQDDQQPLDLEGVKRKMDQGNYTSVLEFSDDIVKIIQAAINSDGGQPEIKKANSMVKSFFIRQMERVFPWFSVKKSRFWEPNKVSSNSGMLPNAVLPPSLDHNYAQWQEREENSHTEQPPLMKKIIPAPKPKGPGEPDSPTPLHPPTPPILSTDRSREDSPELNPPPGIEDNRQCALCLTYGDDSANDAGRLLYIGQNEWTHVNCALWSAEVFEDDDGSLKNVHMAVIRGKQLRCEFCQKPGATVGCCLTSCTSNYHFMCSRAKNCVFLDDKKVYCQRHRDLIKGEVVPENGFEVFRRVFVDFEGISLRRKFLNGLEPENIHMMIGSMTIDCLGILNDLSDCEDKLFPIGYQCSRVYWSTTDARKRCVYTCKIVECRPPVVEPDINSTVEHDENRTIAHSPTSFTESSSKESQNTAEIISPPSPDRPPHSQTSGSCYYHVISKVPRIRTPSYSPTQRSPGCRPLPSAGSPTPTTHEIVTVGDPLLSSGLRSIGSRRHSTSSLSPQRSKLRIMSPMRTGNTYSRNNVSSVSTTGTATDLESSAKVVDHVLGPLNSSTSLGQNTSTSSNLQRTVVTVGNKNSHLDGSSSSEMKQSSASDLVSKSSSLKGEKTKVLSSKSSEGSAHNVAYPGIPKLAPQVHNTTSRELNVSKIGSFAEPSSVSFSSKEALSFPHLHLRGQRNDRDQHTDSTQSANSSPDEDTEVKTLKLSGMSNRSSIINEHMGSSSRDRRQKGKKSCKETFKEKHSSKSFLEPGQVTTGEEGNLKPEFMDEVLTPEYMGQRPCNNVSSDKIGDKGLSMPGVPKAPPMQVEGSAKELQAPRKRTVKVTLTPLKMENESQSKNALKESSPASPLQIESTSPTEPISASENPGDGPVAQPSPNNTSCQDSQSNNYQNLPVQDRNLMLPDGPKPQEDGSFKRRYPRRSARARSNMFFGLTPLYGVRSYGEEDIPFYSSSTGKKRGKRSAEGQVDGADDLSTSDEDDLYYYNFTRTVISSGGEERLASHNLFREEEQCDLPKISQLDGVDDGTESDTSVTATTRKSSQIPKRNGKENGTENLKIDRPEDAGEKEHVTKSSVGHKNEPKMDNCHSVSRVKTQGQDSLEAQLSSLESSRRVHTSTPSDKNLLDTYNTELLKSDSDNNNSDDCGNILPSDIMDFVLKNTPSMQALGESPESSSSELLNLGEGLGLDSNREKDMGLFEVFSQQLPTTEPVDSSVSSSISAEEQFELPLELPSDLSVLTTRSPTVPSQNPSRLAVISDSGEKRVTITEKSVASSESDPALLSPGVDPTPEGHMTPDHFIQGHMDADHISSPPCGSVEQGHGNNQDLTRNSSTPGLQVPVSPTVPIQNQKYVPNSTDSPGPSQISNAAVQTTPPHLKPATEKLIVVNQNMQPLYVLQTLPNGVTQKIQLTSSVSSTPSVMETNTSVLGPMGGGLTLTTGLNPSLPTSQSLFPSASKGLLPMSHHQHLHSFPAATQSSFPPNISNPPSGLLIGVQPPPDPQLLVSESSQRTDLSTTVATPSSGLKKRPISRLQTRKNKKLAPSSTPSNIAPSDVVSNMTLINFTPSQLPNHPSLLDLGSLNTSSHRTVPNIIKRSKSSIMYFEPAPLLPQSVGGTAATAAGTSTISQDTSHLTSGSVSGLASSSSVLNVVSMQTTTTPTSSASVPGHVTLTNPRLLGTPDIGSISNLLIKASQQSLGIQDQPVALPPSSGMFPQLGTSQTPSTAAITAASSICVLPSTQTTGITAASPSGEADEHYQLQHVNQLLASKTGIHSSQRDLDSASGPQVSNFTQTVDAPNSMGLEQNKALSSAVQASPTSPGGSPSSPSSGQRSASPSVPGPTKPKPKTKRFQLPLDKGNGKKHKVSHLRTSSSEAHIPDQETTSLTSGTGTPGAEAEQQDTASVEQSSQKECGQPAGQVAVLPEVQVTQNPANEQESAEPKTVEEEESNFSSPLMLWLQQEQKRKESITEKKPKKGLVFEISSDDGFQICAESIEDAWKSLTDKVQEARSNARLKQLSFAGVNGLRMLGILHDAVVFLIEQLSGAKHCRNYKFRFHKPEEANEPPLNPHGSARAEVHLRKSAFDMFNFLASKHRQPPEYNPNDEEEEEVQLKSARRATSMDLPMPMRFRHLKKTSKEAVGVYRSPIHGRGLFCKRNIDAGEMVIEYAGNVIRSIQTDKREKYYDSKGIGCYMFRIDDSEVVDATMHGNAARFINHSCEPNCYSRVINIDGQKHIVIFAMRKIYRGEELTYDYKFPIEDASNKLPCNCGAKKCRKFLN
#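 Purified MLL-CXXC (added from a 7 uM solution) was preincubated 5 min at ambient with pinned compounds in 50 mM Tris-HCl pH 7.5, 50 mM NaCl, 1 mM DTT, 0.05% BSA. Fluorescein-labeled HOX-A9 DNA (50 nM solution) followed, 30 min, then polarization read.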
# GALK inhibitor: qHTS Assay for Inhibitors of Human Galactokinase (GALK) | P51570 | Purified GALK, Kinase-Glo residual ATP luminescence | Potency, µM (doses to about 57.5 µM), for inactives: top-dose activity change, negative = inhibition, usual class: inhibitors | 270,000 tested, 0.007% active; further: potency means the concentration at half of the fitted maximal effect; on the % scale 0 is the no-effect control and ±100 the full control effect
#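 Galactose (100 uM) and ATP (35 uM) were turned over by 5 nM GALK for 1 h at RT. Kinase-Glo Plus then converted the remaining ATP into a luminescent signal.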
# KCNH2 3.1 inh: qHTS for Inhibitors of KCHN2 3.1: Mutant qHTS. activity change, % (tested at about 1.8 µM). 340,000 tested, 0.95% active. U2OS KCNH2 3.1, thallium flux FluxOr; active compounds read low;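 active means maximum activity change below -70%; inconclusive means maximum activity change from -70% to -50%; inactive means maximum activity change above -50%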;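 further: thallium influx rate constant from kinetic fluorescence after stimulation buffer; on the % scale 0 is the no-effect control and ±100 the full control effect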
#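 U2OS cells transduced with KCNH2 3.1 mutant virus (1.77 x 10^8 /mL, 4 h), plated overnight at 37 C, loaded 45 min with FluxOr dye plus Red40 quencher. Thallium flux rate constant from kinetic reads after stimulation buffer, normalised to controls.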
# TRPV1 ag: HTS Assay for Compounds that Act as Agonists of the Vanilloid Receptor 1; Transient receptor potential cation channel subfamily V member 1 (Homo sapiens), Q8NER1; AID 540275, 2011; 320,000 tested, 0.19% active; activation, % at 8.33 µM; TRPV1-expressing cells, Fluo-8 calcium influx, agonist mode; in the data active means activation above about 80%; inconclusive means between about 30% and that limit; further: 0% is about no effect
#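 Fluo-8 calcium influx in TRPV1-expressing cells, kinetic read (ex 480/em 520 nm). Compound added and read 3 min for agonist activity, followed by capsaicin at EC20 final and 2 min further read for enhancement.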
# Numbers without * were called inactive; ? = inconclusive; nt = no result given; [ ] = another dose, or the depositor's remark. Unless noted, the call rests on the fitted dose curve; in most records, active means well fitted curve in the direction sought with a large enough effect; inconclusive means small, poorly fitted or top-dose-only effect, or another doubt; inactive means no such curve, though single readings can be large; an effect the other way counts as inactive or inconclusive.
SMILES,a7 integrin act,S-ASM inh,Coupling enz,hERG WT inh,MBNL1-CUG inh,A-T KAP1 phos,CXXC DNA block,GALK inhibitor,KCNH2 3.1 inh,TRPV1 ag
CCCCN(C(=O)C1CCCO1)c1c(N)n(CC(C)C)c(=O)[nH]c1=O (stereo not given),1%,4%,nt,7,nt,4%,nt,nt,-1,-1
COc1ccc(C(NC(=O)CNC(C)=O)C(=O)Nc2ccc(C(C)C)cc2)cc1 (stereo not given),0%,-2%,8,-18,?,2%,7%,1%,5,2
Cc1ccc2nc(NC(=O)C3CCN(S(=O)(=O)c4cccs4)CC3)sc2c1,-11%[7.66 µM],-10%,-2,9,13%,-2%,8%,-2%,-80*,5
CCOC(=O)N1CCC(N(CCN(C)C)C(=S)Nc2cccc(C)c2)CC1,-15%,3%,1,-11,-1%,-1%,0%,1%,-3,-1
COc1ccc(C2(C(=O)Nc3c(C)n(C)n(-c4ccccc4)c3=O)CCCC2)cc1OC,14%,2%,5,11,-6%,-2%,4%,0%,-15,-3
CC(=O)c1cc2c(cc1N(C(=O)Cn1nnc3ccccc31)C(C(=O)NCCC(C)C)c1cccnc1)OCO2 (stereo not given),24%,27%,2,-12,5%,5%,-1%,4%,-13,0
Cc1ccc(S(=O)(=O)N2CCC(C(=O)N[C@@H](C)C(=O)NCc3ccco3)CC2)cc1,-3%,1%,3,4,7%[11.5 µM],1%,0%,nt,-13,-1
COc1ccc(Cc2nnc(N/N=C(\C)c3ccccc3)[nH]c2=O)cc1OC,-20%,-4%,0,nt,nt,0%,-3%,-2%,-7,29
N#Cc1ccc(C(=O)NNC(=O)c2ccncc2)cc1,6%,-1%,-1,-3,7%,12%,4%,-3%,-4,-8
CCC(=O)N1CCc2cc(S(=O)(=O)NC(Cc3ccccc3)C(=O)NC3CCCC3)ccc21 (stereo not given),-5%,-1%,2,0,-2%,-1%,3%,0%,10,0
COc1ccc(-c2csc3ncnc(N4CCN(c5cccc(C)c5C)CC4)c23)cc1,-12%,nt,-1,-5,-13%,-9%,18%,-9%,3,-4
Cc1ccc(S(=O)(=O)c2cccc(S(=O)(=O)N3CCOCC3)c2)cc1S(=O)(=O)N1CCOCC1,9%,-1%,-3,19,0%,2%,-1%,2%,5,-3
O=C(O)c1ccc(N=Nc2c(-c3ccccc3)[nH]oc2=O)cc1,12%,-2%,10,15,?,-5%,-2%,-6%,3,-3
O=C(NCCc1cccs1)C(c1ccccc1)c1ccccc1,7%,-1%,0,1,-4%,7%,5%,-7%,-49,?
O=C1C(=O)N(O)C2CCCCC2N1O (stereo not given),7%,1%,0,0,-7%,-1%,-14%,nt,3,2
COc1ccccc1OCCNC(=O)c1cccc(S(=O)(=O)N2CCN(C)CC2)c1,14%,3%,nt,-11,-2%,-6%,0%,-5%,-15,1
CC(=O)c1c(C)[nH]c(C(=O)OCc2cccc(Cl)c2)c1C,-3%,-17%,-3,-17,-7%,12%,-6%,1%,-5,10
Cc1ccc(C)c(OCC(=O)Nc2ccc(S(=O)(=O)Nc3ccccn3)cc2)c1C,-2%,0%,0,-17,0%,0%,2%,0%,6,-5
COc1ccc(C(=O)N=c2sc3c(C)ccc(OC)c3n2C)cc1OC,23%,36%,-4,-19,1%,29%,9%,0%,-2,20
O=C(Oc1ccc(Cl)cc1)c1ccc2nccnc2c1,25%,-1%,-1,7,15%,-1%,6%,-3%,17,-2
COc1ccccc1N1CCN(C(=O)CSc2nc(-c3ccccc3)cc(=O)[nH]2)CC1,19%,-4%,11,-5,6%,-7%,-9%,0%,7,-5
NC(=S)N=Nc1c(O)n(Cc2ccccc2)c2ccccc12,-2%,-6%,2,7,nt,6%,9%,0%,20,11
CC(=O)c1cccc(NC(=O)CN(c2cccc(F)c2)S(C)(=O)=O)c1,4%,2%,1,-1,7%,6%,0%,-1%,3,9
C/C(=N\OC(=O)c1ccc(Cl)c(Cl)c1)c1sc(C)nc1C,2%,-2%,-1,-14,2%,6%,-8%,-3%,-1,-1
CCc1ccc(NC(=O)Cn2cc([N+](=O)[O-])nc2C)cc1,26%,-9%,4,5,14%,1%,-3%,-3%,-1,8
# The list goes on:
SMILES,a7 integrin act,S-ASM inh,Coupling enz,hERG WT inh,MBNL1-CUG inh,A-T KAP1 phos,CXXC DNA block,GALK inhibitor,KCNH2 3.1 inh,TRPV1 ag
O=C(O)CCCCn1c(SCc2cc(=O)n3cc(Cl)ccc3n2)nc2ccsc2c1=O,-9%,-1%,5,25,?,7%,5%,nt,13,0
Cc1cc(C)c(C(=O)COC(=O)CCNS(=O)(=O)c2c(Cl)cccc2Cl)cc1C,-6%,-1%,0,2,1%,4%,?,-1%,5,-4
Cc1ccc2sc(C)[n+](CCCS(=O)(=O)[O-])c2c1,0%,2%,4,0,4%,-2%,0%,-1%,12,-2
CC(C)c1c(O)nc(SCC(=O)Nc2ccc3c(c2)CCC3)[nH]c1=O,0%,-4%,0,-7,-2%,nt,-6%,-4%,5,-2
COc1ccc(NC(=O)c2nc[nH]c2C(=O)N(C)Cc2ccccc2)cc1,-23%,2%,0,0,-5%,45%,4%,9%,-3,2
Cc1cc(Cl)ccc1OCC(=O)NCCCn1ccnc1,11%,4%,4,18,-9%,3%,-8%,-1%,15,3
O=C(COc1ccc(Cl)cc1)Nc1ccccc1N1CCOCC1,nt,nt,0,nt,0%,7%,9%,-1%,nt,5
CC(C)C(=O)N1CCC2(CC1)Oc1ccc(F)cc1C(=O)C21CC(c2cccnc2)=NO1 (stereo not given),nt,nt,4,nt,8%,-13%,0%,4%,nt,3
FC(F)(F)c1ccccc1NC(=S)N1CCN(c2ncccn2)CC1,-38%,2%,2,5,-4%,0%,-9%,0%,7,9
Cc1noc(C)c1C(=O)Nc1c(F)cc(F)cc1Br,16%,0%,1,4,-5%,-1%,-6%,-2%,9,-4
Cc1cccnc1NC(=O)c1ccc2c(c1)OCCO2,10%,3%,nt,0,nt,8%,nt,nt,40,-3
Cc1c(C(=O)N2CCC(C)CC2)sc2ncnc(N3CCN(c4ccccc4)CC3)c12,9%,-2%,6,3,-4%,8%,-3%,-1%,-5,nt
CC(C)(C)OC(=O)NCc1ccc(NC(=O)c2nc[nH]c2C(=O)N[C@@H](Cc2ccccc2)C(=O)OCc2ccccc2)cc1,-35%,-1%,-4,-7,-9%,-32%,-22%,-1%,5,1
CCN(Cc1ccccc1)C(=S)Nc1cc(C(=O)OC)ccc1C(=O)OC,-11%,53%[activator],2,1,-20%,2%,11%,nt,4,13
Cc1ccc(N2CC(C(=O)NCCC(C)C)CC2=O)cc1 (stereo not given),-8%,2%,1,-6,12%,-7%,9%,1%,9,2
O=C(CCc1ccccc1)c1c(O)cc(O)cc1O,-11%,-17%,-2,4,-8%,3%,0%,-2%,1,16
CCOc1ccc(CCNC(=O)c2ccc3nc(N4CCOCC4)sc3c2)cc1OCC,-10%,-2%,4,1,-12%,2%,5%,nt,7,6
COc1ccccc1NS(=O)(=O)c1cc(NC(=O)c2sccc2C)ccc1N1CCOCC1,?,-10%,1,10,6%,-9%,-6%,-2%,0,2
CC(C)CCC(CC(C)O)C(=O)NNC(=S)Nc1ccccc1 (stereo not given),-6%,3%,1,-6,3%,32%,-2%,2%,-38,3
COc1cccc(N2CCN(Cc3nc(N)nc(N4CCCc5ccccc54)n3)CC2)c1,-5%,3%,1,-2,-3%,1%,10%,-3%,nt,4
CN(NS(C)(=O)=O)c1ncc(C(F)(F)F)cc1Cl,-7%,-1%,4,8,nt,-1%,8%,9%,nt,?
O=S1(=O)CC(NCc2ccccc2)C(Nc2ccccc2)C1 (stereo not given),-2%,3%,3,-21,10%,-5%,-11%,-4%,2,-1
COc1ccc(-c2noc(C3CCCN(C(=O)CCc4ccccc4)C3)n2)cc1 (stereo not given),-19%,-11%,-1,5,-8%,0%,-4%,0%,0,11

# Hits appear at their usual frequency; about 2% have a hit in one of these screens.
